# Source: PubChem BioAssay
# Sm TGR inh – S. mansoni TGR enzyme inhibition; purified TGR, DTNB reduction, TNB absorbance 405 nm; 3% of 360,000 active; AID 485364; Potency, µM (top dose mostly 114 µM), for inactives: top-dose activity change, negative = inhibition, actives largely listed as inhibitors; Q962Y6; also: potency is read from the fitted curve at half-maximal effect; nearly all actives have a fitted effect of over 60% in size
#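 First, TGR (20 nM dispensed) and NADPH were mixed with compound. Second, a 15 min room-temperature incubation followed. Third, further NADPH and then DTNB were added to start the reaction. Finally, TNB absorbance was monitored kinetically.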
# AmpC detergent – blocks E. coli AmpC beta-lactamase in detergent assay; P00811; AmpC hydrolysis of nitrocefin, absorbance 480 nm, 0.01% Triton; Potency, µM (doses to about 114 µM), inactives show at the top dose activity change, negative = inhibition, actives largely listed as inhibitors; 0.041% of 370,000 active;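 also: potency is read from the fitted curve at half-maximal effect; 0% = no-compound wells and -100% = no-enzyme wells; nearly all actives have a fitted effect of over 25% in size; some results filed as inactive show a strong effect at the top dose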
# Target sequence (P00811 whole entry, looked up): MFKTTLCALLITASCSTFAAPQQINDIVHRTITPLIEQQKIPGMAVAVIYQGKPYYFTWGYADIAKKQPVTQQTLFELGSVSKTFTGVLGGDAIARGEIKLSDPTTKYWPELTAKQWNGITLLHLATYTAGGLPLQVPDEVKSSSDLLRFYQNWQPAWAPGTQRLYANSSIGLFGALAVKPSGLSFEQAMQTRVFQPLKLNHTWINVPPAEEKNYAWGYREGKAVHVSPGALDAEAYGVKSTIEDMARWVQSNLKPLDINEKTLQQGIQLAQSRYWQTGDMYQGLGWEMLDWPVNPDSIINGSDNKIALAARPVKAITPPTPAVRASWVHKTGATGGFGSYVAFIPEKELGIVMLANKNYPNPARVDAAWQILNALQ
#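 20 mM phosphate pH 7.0 + 0.01% (detergent screen) or 0.0001% Triton X-100; 5.3 nM AmpC reagent; cpd preinc 15 min RT; nitrocefin (800 uM stock) to start; A480 q20 s × 4 min; Activity was normalised to no-enzyme and no-compound control wells.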
# FBPA Giardia inh – blocks Giardia fructose-bisphosphate aldolase activity; Potency, µM (doses to about 59.6 µM), without a hit: top-dose activity, negative = inhibition, actives largely listed as inhibitors; 0.71% of 290,000 active; A8B2U2; purified Giardia FBPA; AID 2451; also: potency is read from the fitted curve at half-maximal effect; nearly all actives have a fitted effect of over 55% in size
# Target sequence (A8B2U2 whole entry, looked up): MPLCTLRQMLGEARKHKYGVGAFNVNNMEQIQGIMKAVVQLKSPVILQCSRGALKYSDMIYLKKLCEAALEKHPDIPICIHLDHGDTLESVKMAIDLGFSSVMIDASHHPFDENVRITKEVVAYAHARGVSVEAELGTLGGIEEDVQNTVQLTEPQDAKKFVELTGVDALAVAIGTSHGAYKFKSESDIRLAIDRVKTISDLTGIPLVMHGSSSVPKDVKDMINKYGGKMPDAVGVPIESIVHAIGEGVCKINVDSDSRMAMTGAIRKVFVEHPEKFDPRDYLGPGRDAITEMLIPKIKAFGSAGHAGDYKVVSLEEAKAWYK
#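 Giardia FBPA (40 nM reagent) was preincubated 10 min at RT with compound (up to 57.5 uM final), then substrate plus GAPDH/TPI/NAD/arsenate coupling system with diaphorase/resazurin was added; resorufin fluorescence (525/598 nm) was read after 20 min.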
# HCV inh – blocks hepatitis C virus; Huh7.5.1 HCVcc-Cre infection, luciferase reporter, 44 h; Potency, µM (series often up to 41.8 µM), inactives show top-dose activity change, negative = inhibition, most hits filed as inhibitors; 3.4% of 340,000 active; also: potency is read from the fitted curve at half-maximal effect
#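 HCVcc-Cre virus at an moi near 0.5 was added right after compound to cells cultured 4 h from seeding (1,000 cells/well). Luciferase activity was determined 44 h later, 15 min after substrate addition at RT.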
# AmpC no deterg – blocks E. coli AmpC beta-lactamase in detergent-free assay. AmpC nitrocefin hydrolysis, absorbance 480 nm, 0.0001% Triton. Potency, µM (doses to about 57.1 µM), for inactives: at the highest dose activity change, negative = inhibition, hits mostly inhibitors. 0.52% of 330,000 active;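 also: potency is read from the fitted curve at half-maximal effect; plate controls were no compound for no effect and no enzyme for full effect; nearly all actives have a fitted effect of over 20% in size; some results filed as inactive show a strong effect at the top dose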
#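 AmpC (5.3 nM in the dispensed reagent) in 20 mM phosphate pH 7.0 with 0.01% (detergent screen) or 0.0001% Triton X-100 was preincubated with compounds for 15 min at room temperature. Nitrocefin was then added from an 800 uM solution, and hydrolysis was followed at 480 nm.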
# HCMV inh – inhibitors of human cytomegalovirus; AID 1259415; HFF cells, HCMV-luciferase reporter, 72 h; active compounds read low; activity change, negative = inhibition, % at 57.5 µM; 4.5% of 410,000 active; in the data active = activity change below about -60%; inconclusive = no clear call, values can overlap the other calls; inactive = above about -39%
#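 Compounds were evaluated in HFFs infected with an HCMV luciferase reporter virus (MOI 1 PFU/cell). Luciferase in lysates collected 72 h post infection served as the replication measure.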
# Numbers without * were called inactive; ? = inconclusive; · = no result given; [ ] = another dose, or the depositor's remark. Unless noted, calls follow the shape of the dose curve; as a rule, active = well fitted curve in the direction sought with a large enough effect; inconclusive = small, poorly fitted or top-dose-only effect, or another doubt; inactive = no such curve, though single readings can be large; an effect the other way counts as inactive or inconclusive. Unless noted, % is scaled to controls: 0 for no effect and ±100 for the full control effect. Rows are unselected; about 9.9% have a hit in one of these screens.
SMILES	Sm TGR inh	AmpC detergent	FBPA Giardia inh	HCV inh	AmpC no deterg	HCMV inh
COc1ccc(C(=O)C2CCN(CC(=O)Nc3ccc(C)cc3)CC2)cc1	10%	1%	6%	?	22%	3
CCOC(=O)C1(Cc2ccc(Cl)cc2)CCN(C(=O)c2cc(C)nc(C)n2)CC1	2%	9%	1%	8%	158%[activator]	-38
CCOC(=O)CNC=C(C(=O)OCC)C(=O)OCC	-8%	1%	-1%	-1%	?	9
Cc1ccc(NC(=O)Cn2nnc3ccccc3c2=O)cc1C	-1%	-2%	-7%	13%	-13%	8
Cc1ccc(C(=O)N/C(=C/c2ccco2)C(=O)NC2CCS(=O)(=O)C2)cc1 (centres undefined)	8%	?	7%	13%	-4%	14
COC(=O)N/N=C(\C)c1cccs1	2%	-11%	0%	0%	-10%	32
COCCn1c(Cc2ccccc2)nnc1SCC(=O)N1CCCCC1C (centres undefined)	-13%	-8%	0%	7%	0%	15
CCOC(=O)CN1C(=O)CSc2ccccc21	-3%	-11%	7%	23%	-3%	31
O=C(NNC(=O)c1cc(-c2cccnc2)nc2ccccc12)Nc1ccc(Cl)cc1	-4%	-7%	-9%	?	-55%	?
O=C1C=C(c2ccccc2)CC(/C=C/c2ccccc2)C1 (centres undefined)	4%	-5%	6%	-45%	-27%	-12
O=C(CCS(=O)(=O)c1ccc(Br)s1)Nc1ccccc1Br	-5%	-12%	0%	13%	-28%	-29
C(#Cc1ccccc1)C[N+]1(CC#Cc2ccccc2)CCCC1	-19%	-4%	4%	-18%	7%	?
Cc1cc(C(=O)Cn2nc(C(=O)O)c3ccccc3c2=O)c(C)n1-c1ccccc1	0%	-8%	2%	?	-23%	-26
CCN(C(=O)COC(=O)c1ccc2ccccc2c1)c1c(N)n(Cc2ccccc2)c(=O)[nH]c1=O	-8%	-4%	·	-3%	-27%	-8
O=C(O)c1ccc(NC(=O)C2C3CCC(O3)C2C(=O)O)cc1 (centres undefined)	6%	-13%	15%	5%	-17%	-17
O=C(NNC(=S)Nc1ccccc1)c1cccnc1	0%	1%	-30%	8%	-8%	55
O=C(O)CCC(=O)Nc1ccc(Sc2ccc([N+](=O)[O-])cc2)cc1	-11%	-17%	9%	15%	-13%	0
O=C(Nc1cccnc1Cl)C1=NN(c2ccccc2)C(=O)CC1	-9%	-8%	-4%	13%	-3%	7
COc1ccccc1NC(=O)C1=C(C)Nc2nc(-c3ccco3)nn2C1c1ccccc1 (centres undefined)	-24%	16%	·	·	·	-13
COc1ccc(NC2=NC(=S)N(c3ccc(C)cc3)C23CCCCC3)cc1	-12%	-6%	1%	-18%	-11%	-15

# Continued (2 carried over from the part before).
SMILES	Sm TGR inh	AmpC detergent	FBPA Giardia inh	HCV inh	AmpC no deterg	HCMV inh
COc1ccccc1NC(=O)C1=C(C)Nc2nc(-c3ccco3)nn2C1c1ccccc1 (centres undefined)	-24%	16%	·	·	·	-13
COc1ccc(NC2=NC(=S)N(c3ccc(C)cc3)C23CCCCC3)cc1	-12%	-6%	1%	-18%	-11%	-15
CN(C(=O)c1ccc(-c2nn(C)c(=O)c3ccccc23)cc1)C1CCCCC1	6%	1%	·	?	119%[activator]	-38
COC(=O)c1ccc(N2CCN(C)CC2)c(NC(=O)COc2ccc(OC)cc2)c1	-1%	-1%	3%	?	12%	24
COc1cc2ncnc(NCc3ccc(Cl)cc3)c2cc1OC	·	4%	8%	-18%	-2%	-78*
CCCCN(CC)CCNC(=O)CNC(=O)Cn1ccc2ccccc2c1=O	-3%	11%	3%	37%[activator]	-8%	0
COCCOc1cc2ncnc(N3CCC(C(=O)O)CC3)c2cc1OCCOC	-7%	0%	1%	16%	-9%	39
COc1cccc(CNC(=O)C(=O)NCC(c2ccc3c(c2)OCO3)N2CCOCC2)c1 (centres undefined)	6%	-1%	·	·	·	-5
Cc1ccc(N(CC(=O)NC2CCCC2)C(=O)c2nsc(Cl)c2Cl)cc1	1%	-8%	-8%	-12%	-35%	-75*
COc1ccccc1OCCn1c(C(C)O)nc2ccccc21 (centres undefined)	0%	1%	3%	-6%	-3%	3
C=CCn1c(O)c(C(C)=NCc2ccc3c(c2)OCO3)c(=O)[nH]c1=O	-18%	-1%	1%	-25%	-21%	28
C/C(=N\O)C(=O)Nc1ccccc1	6%	2%	-2%	18%	-16%	30

# 3 of these compounds, reformatted.
# Each structure is followed by: Sm TGR inh, AmpC detergent, FBPA Giardia inh, HCV inh, AmpC no deterg, HCMV inh
> COCCOc1cc2ncnc(N3CCC(C(=O)O)CC3)c2cc1OCCOC
    -7%, 0%, 1%, 16%, -9%, 39
> COc1cccc(CNC(=O)C(=O)NCC(c2ccc3c(c2)OCO3)N2CCOCC2)c1 (centres undefined)
    6%, -1%, ·, ·, ·, -5
> Cc1ccc(N(CC(=O)NC2CCCC2)C(=O)c2nsc(Cl)c2Cl)cc1
    1%, -8%, -8%, -12%, -35%, -75*

# Other records follow:
SMILES	Sm TGR inh	AmpC detergent	FBPA Giardia inh	HCV inh	AmpC no deterg	HCMV inh
Cc1ccc(NC(=S)NCc2ccccc2Cl)c(C)c1	-3%	?	3%	0%	-22%	?
CCCOC(=O)CCn1c(=S)oc2ccccc21	7%	-10%	2%	23%	11%	-31
O=C1CN(C(=O)c2ccco2)C(c2ccccc2)c2cc(Cl)ccc2N1 (centres undefined)	-22%	-14%	0%	15%	-33%	22
CCCn1c(CN2CCN(C(=O)c3ccco3)CC2)nc2c1c(=O)n(C)c(=O)n2C	-4%	?	6%	9%	11%	3
CN1C(=O)C(=Cc2ccccc2OCc2ccccc2Cl)C(=O)N(C)C1=O	?	-7%	-1%	15%	-20%	-21
CCOC(=O)c1c(C)n(-c2ccc(C)cc2)c2ccc(OCC(O)CNCC3CCCO3)cc12 (centres undefined)	-8%	0%	?	?	232%[activator]	·
CCN(CC(=O)Nc1sc2c(c1C#N)CCC(C)C2)CC(=O)NC1CCS(=O)(=O)C1 (centres undefined)	-24%	2%	-12%	-6%	227%[activator]	29
CCOC(=O)c1c(C)[nH]c(CCC(=O)Nc2c(Cl)cc(OC)cc2OC)c1C	-16%	-7%	·	·	·	2
COC(=O)c1c(NC(=O)CN2CCN(C(=O)c3ccco3)CC2)c2c(C)cccc2n1C	-20%	3%	-10%	8%	90%[activator]	33
CC(C)(C)c1ccc(C(=O)NCC(=O)OCC(=O)N2CCN(S(=O)(=O)c3ccc(Cl)cc3)CC2)cc1	-1%	-2%	·	31%[activator]	154%[activator]	34

# Only HCMV inh, AmpC no deterg and AmpC detergent, for seven of the compounds above:
smiles | HCMV inh | AmpC no deterg | AmpC detergent
Cc1ccc(NC(=S)NCc2ccccc2Cl)c(C)c1 | ? | -22% | ?
CCCOC(=O)CCn1c(=S)oc2ccccc21 | -31 | 11% | -10%
O=C1CN(C(=O)c2ccco2)C(c2ccccc2)c2cc(Cl)ccc2N1 (centres undefined) | 22 | -33% | -14%
CCCn1c(CN2CCN(C(=O)c3ccco3)CC2)nc2c1c(=O)n(C)c(=O)n2C | 3 | 11% | ?
CN1C(=O)C(=Cc2ccccc2OCc2ccccc2Cl)C(=O)N(C)C1=O | -21 | -20% | -7%
CCOC(=O)c1c(C)n(-c2ccc(C)cc2)c2ccc(OCC(O)CNCC3CCCO3)cc12 (centres undefined) | · | 232%[activator] | 0%
CCN(CC(=O)Nc1sc2c(c1C#N)CCC(C)C2)CC(=O)NC1CCS(=O)(=O)C1 (centres undefined) | 29 | 227%[activator] | 2%

# Additional structures.
SMILES	Sm TGR inh	AmpC detergent	FBPA Giardia inh	HCV inh	AmpC no deterg	HCMV inh
CCOCCn1ccc2c(OCC(=O)Nc3ccc(OC(F)(F)F)cc3)cccc2c1=O	8%	7%	·	·	·	-2
COCCc1nc2ccc(C(=O)NCc3cccc(-n4cccn4)c3)cc2o1	4%	6%	·	-6%	7%	-20
COc1ccccc1C(=O)Nc1cccc2cccnc12	?	-1%	-8%	?	-21%	35
CC1CC2=C(NC(=S)NC2c2cccc(F)c2)/C(=C/c2cccc(F)c2)C1 (centres undefined)	?	-16%	-11%	10µM*	-38%	-17
O=C1C=C(c2cc3ccccc3s2)C[C@@H](c2ccc(F)cc2)C1	-12%	-1%	·	-18%	-25%	-11
CCOc1cc(/C=N/NC(=O)CCn2nnc3ccccc32)ccc1O	2%	2%	2%	-6%	-24%	9
O=C(C[C@@H]1C/C=C\C[C@@H](Cc2ccc(F)cc2)C(=O)OC[C@@H](Cc2c[nH]c3ccccc23)NC1=O)NCCO	·	·	·	12%	239%[activator]	-8
O=C(Nc1cc(-c2nc3ncccc3o2)ccc1Cl)c1cccs1	7%	-12%	2%	-25%	-10%	-11
O=C(CSc1nnc(NC(=O)c2ccco2)s1)NCc1ccc2c(c1)OCO2	-1%	5%	11%	1%	-21%	-24
O=C(Cn1cc(C(=O)C2CC2)c2ccccc21)NC1CCCC1	3%	-5%	4%	-2%	-9%	-15
OCCC1CN(Cc2cccn2-c2ccccn2)CCN1C1CCCCC1 (centres undefined)	-9%	-2%	1%	7%	-30%	25
COc1ccc(NC(=O)C2CCCN(C(=O)Nc3ccc(OC)cc3)C2)cc1 (centres undefined)	-1%	-10%	·	-12%	-19%	-22
S=c1[nH]nc(-c2ccco2)n1/N=C/c1cccc(Cl)c1Cl	2%	-7%	1%	5%	-45%	4
COc1ccc(-c2ccc(SCC(=O)c3cccs3)nn2)cc1OC	3%	5%	-7%	?	66%[activator]	107
Cc1oc(-c2cccc(Cl)c2)nc1CN1CCCC(C(=O)NCc2ccc(F)cc2)C1 (centres undefined)	23%	5%	·	·	·	4
NNC(=O)/C(=C/c1cccs1)NC(=O)c1ccccc1Cl	0%	4%	2%	11%	-25%	32
O=C(CCN1CCCCC1=O)NC1CCCc2c1cnn2-c1ccccc1F (centres undefined)	-1%	-10%	3%	5%	3%	-25
CCn1cc(C(=O)OCC(=O)Nc2ccc(C(C)C)cc2)c(=O)c2ccc(C)nc21	3%	-11%	1%	1%	-15%	30
CN(C)C1=C(C#N)C(c2ccccc2)=NP(N(C)C)(N(C)C)=N1	21%	0%	7%	-6%	-18%	?
CC(C)NC(=O)c1sc(=S)n2c1[nH]c(=O)c1ccc(C(=O)NCCc3ccc(Cl)cc3)cc12	-3%	-3%	·	8%	-43%	29

# In a second layout: entries from further up.
SMILES: COc1ccc(-c2ccc(SCC(=O)c3cccs3)nn2)cc1OC
  Sm TGR inh: 3% | AmpC detergent: 5% | FBPA Giardia inh: -7% | HCV inh: ? | AmpC no deterg: 66%[activator] | HCMV inh: 107
SMILES: Cc1oc(-c2cccc(Cl)c2)nc1CN1CCCC(C(=O)NCc2ccc(F)cc2)C1 (centres undefined)
  Sm TGR inh: 23% | AmpC detergent: 5% | FBPA Giardia inh: · | HCV inh: · | AmpC no deterg: · | HCMV inh: 4

# More results follow:
SMILES	Sm TGR inh	AmpC detergent	FBPA Giardia inh	HCV inh	AmpC no deterg	HCMV inh
O=C(NS(=O)(=O)c1ccc(NC(=O)C2CCCO2)cc1)c1ccccc1 (centres undefined)	-7%	-14%	16%	3%	-8%	-6
c1ccc(CNc2nc(NCc3ccco3)nc(N3CCOCC3)n2)cc1	·	-1%	-8%	-11%	-8%	-30
Cc1ccccc1NC(=O)n1ncc2cc(Cl)ccc21	-8%	-3%	-2%	9%	-6%	16
Cc1nnc(N/N=C/c2ccccn2)[nH]c1=O	24%	5%	2µM*	3.5µM*	-1%	-98*
